PfHsp90 set2 = inhibits growth of yeast expressing Plasmodium falciparum Hsp90 | inhibition, % at 9.4 µM | S. cerevisiae expressing PfHsp90, BacTiter-Glo ATP, 48 h; yeast lacking PDR1 and PDR3 efflux regulators | AID 504621 | 0.32% of 310,000 active;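 active = every replicate shows inhibition above about 80%, whatever the replicate mean, limit read from the data; inconclusive = mean inhibition reaches the set limit but some replicate falls short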;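 note: 0% = DMSO neutral controls and 100% = 20 µM radicicol positive controls; yeast relying on Plasmodium falciparum Hsp90 in place of its own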
phage Ecoli inh = E. coli growth loss with phage present | 0.26% of 360,000 active | growth absorbance | inhibition, % at 11.9 µM; in the data active = inhibition above about 11%
OPRM1-OPRD1 inv = inverse agonist of human OPRM1-OPRD1 heterodimerization. cell-based MOR-DOR heterodimer luminescence, inverse agonism. inhibition, % at 9.3 µM. 0.21% of 340,000 active. AID 504357; in the data active = inhibition above about 22%, passing the limit was not always enough;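 note: 0% = cells with DMSO and 100% = wells without cells with DMSO; values of inactives mirror those of a sister screen read the other way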
Target sequence (P35372 whole entry, looked up): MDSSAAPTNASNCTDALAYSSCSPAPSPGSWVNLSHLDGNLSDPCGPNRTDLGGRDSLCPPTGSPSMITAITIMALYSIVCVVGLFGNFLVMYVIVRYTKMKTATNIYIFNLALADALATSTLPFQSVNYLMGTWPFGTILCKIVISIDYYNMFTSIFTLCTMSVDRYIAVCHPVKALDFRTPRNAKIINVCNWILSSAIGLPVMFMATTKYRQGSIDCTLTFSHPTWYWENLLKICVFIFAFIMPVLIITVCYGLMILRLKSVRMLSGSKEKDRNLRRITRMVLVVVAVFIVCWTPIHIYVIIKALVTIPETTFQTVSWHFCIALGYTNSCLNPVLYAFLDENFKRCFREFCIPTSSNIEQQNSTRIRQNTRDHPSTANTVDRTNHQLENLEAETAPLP
Target sequence (P41143 whole entry, looked up): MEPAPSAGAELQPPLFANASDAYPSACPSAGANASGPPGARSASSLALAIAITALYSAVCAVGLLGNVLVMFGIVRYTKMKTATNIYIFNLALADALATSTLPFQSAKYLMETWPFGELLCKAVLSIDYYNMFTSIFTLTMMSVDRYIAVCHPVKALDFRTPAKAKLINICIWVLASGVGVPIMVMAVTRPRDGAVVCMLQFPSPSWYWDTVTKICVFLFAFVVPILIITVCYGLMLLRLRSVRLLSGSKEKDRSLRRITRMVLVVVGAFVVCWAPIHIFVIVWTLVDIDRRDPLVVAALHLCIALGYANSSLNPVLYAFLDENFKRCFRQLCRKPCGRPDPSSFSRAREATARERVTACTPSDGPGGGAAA
Mot1-301 SUMO = inhibitors of SUMOylation pathway: yeast Mot1-301 growth rescue; AID 2716; growth rescue, % at 18.8 µM; S. cerevisiae Mot1-301 growth rescue, ATP luminescence, 38.5C; percent above DMSO median, 100 means doubled; 1% of 320,000 active;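 active = every valid replicate shows activation above 250% relative to neutral control wells; inactive = the rest, any valid replicate at or below 250%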;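 note: OY570 slx delta 5 strain wells were the positive control but not used for scaling; some compounds called inactive have numbers as strong as hits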
Arrestin-AP2 inh = inhibitors of human beta-arrestin and AP2 interaction; 0.31% of 340,000 active; FITC-arrestin peptide / GST-AP2 beads, flow cytometry; AP2 beta2 appendage carries R879A mutation; inhibition, % at 10 µM;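 active = inhibition above a set limit, near 3 SD of compounds lacking own fluorescence, cut at about 54% in these data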;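 note: plate controls were DMSO wells for no effect and 5 µM unlabelled arrestin peptide for full effect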
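System: GST-AP2 R879A glutathione beads. Medium: PBS with 0.05% Tween 20 and 0.1% BSA. Also added: FITC-arrestin peptide, 50 nM. Incubation: 12 min plus 1 h, RT. Measured by: high-throughput flow cytometry of beads, ex 488, em 535 nm. Evaluation: percent drop in bead-associated FITC signal.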
MOR-DOR ag = OPRM1-OPRD1 heterodimerization agonism | 0.3% of 340,000 active | P35372+P41143 | cells, luminescence | AID 504326 | activation, % at 9.3 µM; in the data active = activation above about 18%;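 note: 0% = vehicle-treated cells and 100% = reference agonist; values of inactives mirror those of a sister screen read the other way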
PKA-R1A activ = activators of PKA-R1A complex; P00514+P68181; PKA-R1A dissociation, Cy5-IP20 fluorescence polarization; scaled: DMSO 0%, 113 µM cGMP 100%; activation, % at 11.4 µM; 0.083% of 340,000 active; AID 504707;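 active = percent activation above the mean of all tested compounds plus 3 SD, cut at about 19% in these data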;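 note: higher means more PKAc released from R1A so a rise in polarization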
AddAB inh = less growth of phage-infected E. coli with AddAB. E. coli expressing H. pylori AddAB, absorbance growth. inhibition, % at 11.9 µM. 0.29% of 330,000 active; in the data active = inhibition above about 12%;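 note: 0% = vehicle wells of infected cells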
E coli growth = reduces bacterial viability in AddAB counter-screen. E. coli V3065 growth, OD600 absorbance, 18 h. inhibition, % at 11.9 µM. 0.27% of 330,000 active. AID 449728;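 active = inhibition above the campaign's mean inhibition across all tested compounds plus 3 SD, cut at about 9.9% in these data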;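 note: uninfected addAB+ strain grown without phage in ampicillin broth; 0% = DMSO wells and 100% = ciprofloxacin 0.95 µg/ml wells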
DSG3 Ab inh = human desmoglein-3 autoantibody binding inhibition | DSG3-coupled beads, scFv-anti-DSG3-GFP binding, flow cytometry; hits give low values | binding (percent of control), % at 10 µM | 0.48% of 310,000 active | P32926;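 active = binding more than 3 SD below its plate's average and above zero; inconclusive = below that plate limit but binding exactly zero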;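 note: hits lower antibody fragment binding to DSG3; some compounds called inactive have numbers as strong as hits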
Tat export inh = E. coli Tat transport inhibition | E. coli MC4100 TorA-mCherry Tat export, fluorescence | AID 488895 | 0.036% of 340,000 active | inhibition, % at 10 µM;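 active = mean replicate inhibition at least 50% and at least half of replicates individually reaching 50%; inconclusive = only one of the two criteria met; inactive = neither criterion met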;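 note: exported cargo escapes ClpAP degradation while cytoplasmic cargo is degraded and loses fluorescence; 0% = median of neutral control wells and 100% = median of NaSCN control wells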
* hit, by the source's call; i = inactive; ? = inconclusive; nt = no result given.

SMILES	PfHsp90 set2	phage Ecoli inh	OPRM1-OPRD1 inv	Mot1-301 SUMO	Arrestin-AP2 inh	MOR-DOR ag	PKA-R1A activ	AddAB inh	E coli growth	DSG3 Ab inh	Tat export inh
CCCCN(C)CCNC(=S)Nc1ccc2nc(N3CCN(CC)CC3)cc(C)c2c1	6	1.0	1	14	13	-0.2	-9	1.0	-0.1	105	-9
Cc1cc(F)ccc1S(=O)(=O)NCC(c1cccnc1)N1CCc2ccccc21 (centres undefined)	10	1.1	4	364	-5	-0.9	8	2.7	-0.9	nt	5
COc1ccc(-c2cc(-c3cc(F)ccc3O)[nH]n2)cc1OC	nt	3.5	-19	4	-10	3.4	-21	0.7	-0.4	129	7
COc1ccc(NC(=O)c2cc(F)cc(F)c2)cc1S(=O)(=O)N1CCCCC1	6	0.5	-6	-14	8	1.1	-3	-1.7	1.0	119	-6
CC(=O)OC(Cn1nc(C)cc1C)c1ccccc1 (centres undefined)	15	2.2	13	11	2	-2.5	-4	2.6	-1.0	nt	4
Cc1nnc(SCc2ccon2)n1-c1ccccc1	-10	1.1	5	4	5	-0.8	-6	2.4	-0.9	99	2
Cc1ccc(CSc2nnc3ccc(-c4ccncc4)nn23)cc1	6	-1.9	15	-3	12	-3.0	-9	-1.4	-0.9	89	-7
CCOC(=O)c1c(-c2ccc(C)o2)csc1N	-5	2.1	-19	-9	22	3.2	-2	2.9	2.2	106	8
CCN(CC)CCNC(=O)C1c2ccccc2C(=O)N(CCOC)C1c1ccc(F)cc1 (centres undefined)	nt	0.4	-1	-16	20	0.2	-8	3.0	0.0	nt	-5
O=C(CNc1ccccc1Cl)N/N=C1\CCCc2ccccc21	3	-0.3	-39	60	6	7.7	-5	0.2	0.7	93	-3
O=S(=O)(O)c1cccc(N=Nc2c(O)ccc3ccccc23)c1	7	2.0	19	-15	-10	-3.7	-10	2.2	0.5	96	?
Cc1ccc(Cl)cc1N1CCN(C(=O)c2ccc3c(c2)CCN3S(C)(=O)=O)CC1	-5	1.1	5	nt	9	-0.9	-7	2.9	-1.9	100	6
CCCOc1ccc(-c2cn3ccccc3n2)cc1[N+](=O)[O-]	-4	2.4	-6	9	14	1.0	-12	3.2	1.0	99	-3
CC(=NC1CC1)C1=C(O)c2ccccc2C1=O	21	3.5	13	i	6	-2.5	10	2.9	1.4	101	0
Cc1ccccc1Nc1nc(N)nc(CSc2nnc3sc4ccccc4n23)n1	25	3.6	10	-14	-3	-2.3	12	0.2	0.2	98	-13
CCCc1nc(NC2CCCCC2)c(C#N)c2c1COC(C)(C)C2	-11	-0.1	-25	-3	-37	4.4	8	2.7	1.2	103	2
COc1ccc(/C=N/NC(=O)c2nc(Cl)c(Cl)c(N)c2Cl)cc1COc1ccc(F)cc1F	-9	2.3	-17	0	7	3.6	-5	3.5	-2.8	107	-6
O=C(Nc1cc(-c2nc3ncccc3o2)ccc1Cl)c1ccco1	-1	-1.2	13	-5	0	-1.8	6	3.0	-2.0	91	-8
CSc1ccc(/C=N/n2c(C)nnc2C)cc1	10	4.3	12	-1	14	-2.2	-4	3.2	-1.7	104	-1
CCOc1ccccc1NC(=S)N1CCN(c2cccc(C)c2C)CC1	-27	1.4	12	120	0	-2.3	-1	0.8	0.1	118	3
CN(C)Cc1c(O)ccc2c(=O)c(-c3ccccc3Cl)c(C(F)(F)F)oc12	1	2.8	8	-2	19	-1.6	-4	-0.2	-0.9	114	-6
Fc1ccc(C(c2nnnn2C2CCCCC2)N2CCCC2)cc1 (centres undefined)	-4	4.6	-2	-11	-1	0.2	-2	2.6	3.0	88	-12
COc1ccc(S(=O)(=O)NNC(=O)Cc2csc(C)n2)cc1[N+](=O)[O-]	-20	4.6	-15	9	4	2.2	-2	3.8	2.3	95	4
COc1cc(OC)cc(C(=O)Nc2ccccc2-c2nnn(CC(=O)Nc3cc(C)on3)n2)c1	-10	1.5	-45	34	7	6.9	2	0.1	0.8	nt	9
Cc1ccccc1-c1nnn(CC(=O)N(C)CC(=O)Nc2ccccc2C(F)(F)F)n1	-13	0.2	0	-7	3	-0.1	-2	1.6	-0.8	105	-1
COC(=O)c1cc(NS(=O)(=O)c2ccc(N3CCCCCC3)c([N+](=O)[O-])c2)cc(C(=O)OC)c1	-3	2.9	-3	-13	28	0.5	-16	2.4	-1.3	104	9
COc1cccc(S(=O)(=O)NC2CCN(C#N)C2)c1 (centres undefined)	2	0.5	16	14	5	-2.7	-1	2.5	0.2	103	-5
COc1cc(OC)cc(C(=O)NCC(=O)NC(C)CCc2ccccc2)c1 (centres undefined)	-12	1.6	-17	-5	21	2.1	-3	2.6	-1.3	99	-6
CN1N=C(c2ccc(F)c(F)c2)CSC1=NCc1ccccc1	-3	-0.1	14	nt	14	-3.0	-1	0.1	0.4	nt	6
Cc1cc(=O)oc2cc(OCC(=O)N3CCC(O)CC3)c(Cl)cc12	-19	4.8	10	-1	12	-2.0	2	2.0	0.1	98	-9
NC[C@@H]1O[C@H](C23CC4CC(CC(C4)C2)C3)Cc2c1ccc(O)c2O	1	6.7	-20	-14	-2	3.6	1	4.1	4.6	115	-17
O=C(c1ccc(S(=O)(=O)Nc2cccc(C(F)(F)F)c2)cc1)N1CCN(c2ccccc2O)CC1	nt	-0.1	4	-1	4	-0.7	-4	5.3	-1.4	96	4
CC1CCC2(CC1)NC(=O)N(CC(=O)Nc1ccccc1-c1ccccc1)C2=O (centres undefined)	-5	4.0	2	6	2	-0.3	-5	0.1	-0.9	97	2
CC(C)CC(NC(=O)OC(C)(C)C)c1cn([C@@H](Cc2ccc(O)cc2)C(=O)N2CCN(C(=O)OC(C)(C)C)CC2)nn1 (some centres undefined)	-12	2.5	-10	4	-10	2.2	1	1.3	0.9	100	1
CCC(=O)Nc1c2c(nn1-c1ccc([N+](=O)[O-])cc1)CS(=O)(=O)C2	17	2.0	5	-4	2	-1.1	-6	2.2	-0.3	109	4
COc1ccc(-c2cc(C(F)(F)F)n3nc(C(=O)Nc4c(C)n(C)n(-c5ccccc5)c4=O)cc3n2)cc1	5	4.1	-4	nt	-13	0.6	-7	nt	nt	98	-5
COc1ccc(-c2cn(Cc3ccc(C(=O)NCc4ccc(C)cc4)cc3)c(C(C)N)n2)cc1 (centres undefined)	-14	5.8	-16	-4	3	2.9	-7	-0.8	-1.7	118	-2
O=C(NC(=S)NCCN1CCOCC1)c1ccc(Cl)cc1Cl	9	-3.0	21	9	30	-5.0	-5	5.2	1.6	102	-3
CCCCNC(=S)N(CCO)Cc1cc2cc3c(cc2[nH]c1=O)OCCO3	14	1.6	-2	3	-8	0.5	3	1.5	-1.6	119	5
O=C(CN1C(=O)NC2(CCCCC2)C1=O)Nc1ccc(N2CCOCC2)cc1	-1	1.3	0	-19	0	-0.1	8	3.5	-0.2	108	-3
CC(C)c1ccc(C(=O)NCCCc2ccccc2)cc1	nt	6.7	1	7	-1	-0.1	-4	7.8	2.4	107	5
O=C(NC1CCCC1)C(=O)c1c[nH]c2ccccc12	5	-1.0	-9	12	-1	1.3	5	3.5	-1.1	105	-11
CCN1C(=O)/C(=C\C=C\c2ccccc2[N+](=O)[O-])SC1=S	-3	2.1	-34	nt	-1	5.9	0	nt	nt	91	5
COCCNc1oc(/C=C/c2ccccc2OC)nc1S(=O)(=O)c1ccccc1	-8	-1.3	21	2	23	-4.1	2	3.7	0.3	101	7
COc1ccc2nc(N)sc2c1	nt	0.9	-1	82	5	0.2	-12	-0.6	-0.1	101	-3
CC(C)CN1C(=O)NC2(CCCc3ccccc32)C1=O (centres undefined)	-10	1.1	11	-12	-7	-2.1	5	-0.6	-0.6	107	2
Cc1ccc(NC(=O)CCNS(=O)(=O)c2ccc3c(c2)CCC(=O)N3)cc1	8	1.2	11	10	-7	-2.1	-7	4.5	5.0	102	5
CCN(CC)S(=O)(=O)c1cccc(C(=O)N/N=C/c2ccccn2)c1	21	1.7	1	2	12	-0.3	-6	4.1	0.1	102	0
CCOc1ccc(NC(=S)N2CCC(C(=O)c3ccc(F)cc3)CC2)cc1	10	0.9	5	nt	6	-1.0	-2	nt	nt	126	8
COC(c1ccccc1)c1nnc(CCC(=O)N(C)CCCC2CCCC2)o1 (centres undefined)	-6	3.2	7	-19	40	-1.4	2	1.0	0.5	104	4
CCOc1cc2nc3c4ccccc4n(C)c3nc2cc1OCC	-12	2.8	-5	4	9	1.0	8	0.6	-0.1	103	-6
Cc1ccc(C(C)C)c(OCC(=O)Nc2ccc(N3CCOCC3)cc2N2CCOCC2)c1	nt	2.1	-3	nt	-5	0.5	5	nt	nt	102	-2
N=C(N)SCc1cn(-c2ccccc2)nc1-c1ccc(Br)cc1	14	8.5	-109	nt	6	20*	-2	nt	nt	129	7
CCN1C(=O)[C@H]2[C@@H](c3ccc(OC)cc3)N3C(=O)CN(Cc4ccccc4)C(=O)[C@@]3(C)[C@H]2C1=O	-4	3.4	16	14	-10	-2.8	3	0.9	0.2	97	-9
Cc1cc(C(=O)N2CCCC(N3CCN(c4ccc(F)cc4)CC3)C2)no1 (centres undefined)	-1	1.4	21	-12	-3	-3.8	-1	-0.8	1.3	102	-1
CCN1CCN(CCNC(=O)c2cn(Cc3ccccc3F)nn2)CC1	1	1.1	3	-24	-6	-0.4	-4	1.1	1.0	79	15
CCNC(=S)Nc1ccc(Oc2ccccc2)cc1	5	2.8	18	nt	-8	-3.4	-3	1.6	1.2	82	1
Cc1ccc2nc(-c3cccnc3)cc(C(=O)Nc3ccccc3[N+](=O)[O-])c2c1	23	-1.5	11	-5	4	-3.3	6	1.6	0.7	114	7
COc1ccccc1N(C)S(=O)(=O)c1ccc(C)c(C(=O)N2CCCCCC2)c1	11	1.3	13	nt	-7	-2.6	-4	nt	nt	100	-3
CCCN1CCC(NC(=O)c2cccc(Oc3ccccc3)c2)CC1	-4	1.7	7	-2	24	-1.3	-5	6.6	1.7	nt	4
O=C(COC(=O)CCN=C1NS(=O)(=O)c2ccccc21)NNC(=O)c1ccccc1	nt	3.7	9	4	-14	-1.4	3	-2.9	-0.8	100	9
Nc1nnnn1/N=C/c1cc(Br)ccc1O	nt	-0.4	nt	-7	-11	nt	nt	0.0	-0.7	99	nt

Profiles from above. Screens in order: PfHsp90 set2 | phage Ecoli inh | OPRM1-OPRD1 inv | Mot1-301 SUMO | Arrestin-AP2 inh | MOR-DOR ag | PKA-R1A activ | AddAB inh | E coli growth | DSG3 Ab inh | Tat export inh
Cc1cc(C(=O)N2CCCC(N3CCN(c4ccc(F)cc4)CC3)C2)no1 (centres undefined) in the list: -1 | 1.4 | 21 | -12 | -3 | -3.8 | -1 | -0.8 | 1.3 | 102 | -1
CCNC(=S)Nc1ccc(Oc2ccccc2)cc1 in the list: 5 | 2.8 | 18 | nt | -8 | -3.4 | -3 | 1.6 | 1.2 | 82 | 1

Screening data from PubChem BioAssay.
